# ADAM10 inh – ADAM10 inhibition, QFRET primary screen. AID 720582. recombinant ADAM10, EDANS/DABCYL FRET peptide cleavage, 3 h. actives 0.62% (n = 370,000). inhibition, % at 7 µM. O14672;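 active = inhibition above a per-campaign cutoff equal to the mean of compounds falling between control-based bounds plus 3 SD, cut at about 20% in these data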;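 also: 0% = DMSO wells while the 100% control is not disclosed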
# DAX1 inh-1 – NR0B1 (DAX1) inhibition. HEK293 Gal4-DAX1 luciferase reporter, luminescence. inhibition, % at 6.75 µM. actives 0.99% (n = 340,000). AID 504766;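 active = inhibition above the mean over all tested compounds plus 3 SD, cut at about 4.2% in these data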;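 also: 0% = DAX1-transfected cells with DMSO and 100% = empty-vector control cells with DMSO; inhibition shows as a rise in luminescence from relieved DAX1 repression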
# PG9 Ab binder – PG9 antibody binding by small molecule; TR-FRET gp120-PG9 antibody binding; inhibition, % at 6.7 µM; actives 0.43% (n = 360,000); in the data active = inhibition above about 8.5%
# hcDAF12 agonist – H. contortus DAF-12 activation, primary screen. HEK293 hcDAF-12 lit1-tk-luc reporter, luminescence; 0% DMSO, 100% Δ7-dafachronic acid. activation, % at 6.8 µM. actives 1.4% (n = 370,000). AID 652067;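 active = activation above the mean of all tested compounds plus 3 SD, cut at about 5.5% in these data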;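 also: 100% = response to 3 µM Δ7-dafachronic acid high control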
# DAX1 inh-2 – blocks DAX1 repression of SF-1 activated StAR promoter; HEK293T StAR-luciferase reporter, SF-1/DAX-1 repression relief; AID 652010; actives 1.1% (n = 370,000); inhibition, % at 6.8 µM;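 active = inhibition above the mean over all tested compounds plus 3 SD, cut at about 3.6% in these data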;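 also: 0% = DAX-1 cells with DMSO and 100% = cells lacking DAX-1 with DMSO; higher inhibition means more luminescence from relief of DAX-1 repression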
# hgDAF12 agonist – agonists of H. glycines DAF-12 nuclear receptor. HEK293 GAL4-hgDAF12 UAS-luciferase reporter, agonist luminescence; normalized to butyrate control. activation, % at 6.8 µM. actives 1.8% (n = 370,000);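 active = activation above a cutoff set at the mean of all screened compounds plus 3 SD, cut at about 10% in these data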;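 also: 0% = DMSO wells and 100% = sodium butyrate wells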
# ADAM17 inh – inhibitors of human ADAM17. inhibition, % at 6.95 µM. recombinant ADAM17, EDANS/DABCYL FRET peptide cleavage. actives 0.83% (n = 370,000). AID 720648;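 active = inhibition above the mean of compounds lying between control limits plus 3 SD, set per campaign, cut at about 8.5% in these data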;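 also: 0% = DMSO-only wells as the low control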
# ssDAF12 agonist – activators of S. stercoralis DAF-12 nuclear receptor; actives 1% (n = 370,000); HEK293 ssDAF-12/GRIP1 lit1-tk-luc reporter, luminescence; % of 3 µM dafachronic acid response; activation, % at 6.8 µM; AID 652126;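 active = activation above the mean over all tested compounds plus 3 SD, cut at about 0.9% in these data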;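 also: 0% = DMSO-only wells and 100% = 3 µM delta7-dafachronic acid wells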
# GAA850 FXN act – increases GAA850 frataxin promoter reporter activity | activation, % at 6 µM | actives 0.56% (n = 360,000) | HEK293 lucGAA850 FXN promoter luciferase reporter, 24 h; percent of 10 µM SAHA response;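 active = activation above the average of all compounds screened plus 3 SD, cutoff fixed separately per campaign, cut at about 7.5% in these data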;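 also: 0% = DMSO wells and 100% = 10 µM SAHA wells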
# GC-A act – GC-A (human) enzyme activation; actives 0.14% (n = 370,000); activation, % at 10 µM; AID 1671463; HEK293 GC-A cells, cGMP TR-FRET, EC30 ANP; 0% at EC30 ANP, 100% saturating ANP; P16066; in the data active = activation above about 40%
# Target sequence (P16066 whole entry, looked up): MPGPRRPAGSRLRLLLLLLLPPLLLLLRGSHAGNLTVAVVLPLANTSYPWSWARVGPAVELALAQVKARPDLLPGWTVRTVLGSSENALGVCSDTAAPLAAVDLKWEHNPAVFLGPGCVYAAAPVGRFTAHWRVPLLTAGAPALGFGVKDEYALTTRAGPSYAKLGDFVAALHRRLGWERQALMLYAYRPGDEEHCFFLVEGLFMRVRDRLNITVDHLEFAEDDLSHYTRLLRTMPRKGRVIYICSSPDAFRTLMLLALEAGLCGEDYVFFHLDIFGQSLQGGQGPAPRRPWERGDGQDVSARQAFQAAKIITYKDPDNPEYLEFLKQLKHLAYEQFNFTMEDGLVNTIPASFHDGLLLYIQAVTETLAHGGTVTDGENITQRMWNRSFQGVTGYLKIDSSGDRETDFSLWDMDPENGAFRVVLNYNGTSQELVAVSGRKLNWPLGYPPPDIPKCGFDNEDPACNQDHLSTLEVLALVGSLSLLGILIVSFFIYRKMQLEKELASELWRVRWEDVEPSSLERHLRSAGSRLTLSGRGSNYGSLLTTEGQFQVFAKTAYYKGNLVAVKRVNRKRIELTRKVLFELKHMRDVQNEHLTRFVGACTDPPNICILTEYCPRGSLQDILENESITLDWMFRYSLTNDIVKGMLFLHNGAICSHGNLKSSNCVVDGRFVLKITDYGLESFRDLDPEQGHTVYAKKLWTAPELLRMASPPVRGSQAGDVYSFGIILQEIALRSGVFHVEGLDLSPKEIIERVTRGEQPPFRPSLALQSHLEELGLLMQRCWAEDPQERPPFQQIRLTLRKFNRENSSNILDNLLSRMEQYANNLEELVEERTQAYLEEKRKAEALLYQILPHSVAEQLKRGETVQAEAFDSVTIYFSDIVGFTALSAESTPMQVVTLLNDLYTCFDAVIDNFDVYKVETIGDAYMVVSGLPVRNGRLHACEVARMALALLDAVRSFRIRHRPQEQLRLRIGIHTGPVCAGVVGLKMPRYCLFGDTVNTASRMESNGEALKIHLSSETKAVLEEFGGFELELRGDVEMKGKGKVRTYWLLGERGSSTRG
# SMARCA2 activ – activators of SMARCA2 function | MG213 cells, MMTV-luciferase reporter, dexamethasone, overnight | activation, % at 9.1 µM | actives 1% (n = 370,000); in the data active = activation above about 7.8%;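 also: 0% = vehicle wells and 100% = reference activator wells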
# The depositor's hits bear a star; i = inactive; . = no result given.
mol	GC-A act	hcDAF12 agonist	ADAM10 inh	ADAM17 inh	PG9 Ab binder	GAA850 FXN act	DAX1 inh-1	ssDAF12 agonist	DAX1 inh-2	SMARCA2 activ	hgDAF12 agonist
COc1ccc(S(=O)(=O)Nc2ccccc2OC)cc1C	-1.2	0.6	0.1	-0.7	-1.2	8.9*	0.4	-1.4	0.7	-0.2	-1.7
O=C(O)CCCC(=O)NCCCc1ccccc1	0.9	-0.6	-5.5	-3.9	-1.6	-1.4	0.2	-0.8	0.5	-0.3	1.3
O=C(CNC(=O)c1ccccc1)N/N=C/c1cccs1	1.1	-1.3	6.3	1.0	-2.4	1.1	0.8	-1.4	0.4	-0.7	-0.2
Cc1nc(C(=O)NCC(=O)c2ccc(Cl)cc2)c(C(F)(F)F)o1	2.6	-1.1	2.2	-1.3	-0.4	-1.5	-0.3	1.6*	-0.4	-3.5	-1.5
CC(=O)OC1CCC2(C)C(CCC3C2CC(=NO)C2(C)C(C(C)OC(C)=O)CCC32)C1 (stereo not given)	-3.5	-0.6	1.3	2.4	1.0	-2.4	0.2	-1.1	-0.4	6.1	5.3
CCCCn1nnnc1C(c1ccccc1)N1CCN(C(=O)c2ccco2)CC1 (stereo not given)	-2.6	-1.9	-9.5	-4.2	0.0	.	.	-1.8	-1.1	-0.8	-0.3
Cc1cccc2c(N)c3c(nc12)CCCC3 (tested in a mixture with another compound)	20.7	0.5	-18.1	-13.7	0.0	2.3	1.8	-0.1	0.0	2.6	2.2
CCN(C(=O)CSc1cc(C)c2ccccc2n1)c1c(N)n(Cc2ccccc2)c(=O)[nH]c1=O	1.6	-0.6	-15.7	-4.9	-1.5	-5.8	-0.2	-1.6	-0.6	-2.1	0.4
CCN(CC)CC#CCC(O)(c1ccccc1)C1CCCCC1 (stereo not given)	-21.9	-1.1	5.8	-2.5	-1.4	-1.8	-0.2	-1.9	0.7	4.5	4.1
O=C(COc1ccc2c(c1)OCO2)Nc1nncs1	1.8	1.3	-1.6	-0.6	-0.6	4.0	0.6	-0.6	1.0	1.3	3.1
N#CC(Nc1ccccc1)c1ccccc1OCc1ccccc1 (stereo not given)	-3.6	-0.8	-21.0	-4.9	1.6	-0.6	-1.4	-1.3	-0.3	-2.1	2.9
Cc1nc(NC(=O)c2ccccc2[N+](=O)[O-])sc1C(=O)N(C)C	0.2	-3.1	1.2	0.3	-1.3	-1.0	0.8	-1.5	0.0	2.7	0.1
CC(C)C(c1nnnn1Cc1ccc2c(c1)OCO2)N1CCN(C)CC1 (stereo not given)	0.6	-0.6	1.2	0.7	1.3	-1.4	-0.2	-0.6	0.3	-0.8	2.3
CCN(CC(=O)Nc1ccc2c(c1)OCCO2)C(=O)CN1C(=O)NC(C)(c2ccc(C)cc2)C1=O (stereo not given)	1.1	-0.1	11.1	1.1	-2.5	1.7	-0.1	-1.3	0.8	-4.3	-2.3
O=c1[nH]c(Nc2ccc3c(c2)OCCO3)nnc1Cc1ccccc1	3.0	-0.7	-3.5	-3.8	1.4	-2.6	1.1	-0.7	-1.6	1.4	-0.7
Fc1ccc(-[n+]2nc(Nc3ccccc3)sc2-c2c(Cl)cccc2Cl)cc1	-9.2	0.1	9.3	5.2	-4.0	-3.3	-1.0	-0.9	-0.6	-1.8	-0.7
CCN(CC)C(=S)SCC(=O)Nc1ccc(S(N)(=O)=O)cc1	2.1	-0.5	0.3	-0.8	-3.3	1.8	-0.5	-1.4	0.1	3.7	0.9
C#CCNC(=O)C1=C[C@@H](C2CC2)C[C@@H](OCc2ccc(CO)cc2)O1	-2.6	-2.4	-2.3	0.4	-1.5	1.4	1.1	-1.6	-0.5	0.3	-0.9
CCCOC(=O)C1=C(C)NC2=C(C(=O)CC(C)(C)C2)C1c1cccnc1 (stereo not given)	-1.5	-2.8	i	-273.1	-1.8	-0.4	-0.2	-0.6	-0.6	4.1	-3.0
CCOP(=O)(OCC)C(C#N)=C1SCN(c2ccccc2)CS1	-1.3	-0.9	1.9	-2.1	-0.6	-0.1	1.5	-1.3	-0.2	-2.6	1.6
O=C(C1=C[C@H](c2ccc3c(c2)OCO3)C[C@H](OCc2ccc(CO)cc2)O1)N1CCOCC1	-0.8	-1.4	-1.3	-1.1	3.5	2.1	-1.0	-1.4	0.0	1.3	0.2
O=C(OC1CCCCC1)c1cc2ccccc2oc1=O	-2.1	1.0	-52.1	-19.9	-0.2	6.0	0.3	-0.5	0.8	1.3	4.2
Cc1ccc(C(=O)C(C)OC(=O)Cc2n[nH]c(=O)c3ccccc23)cc1 (stereo not given)	0.5	-1.0	-5.1	-5.3	2.5	0.1	0.1	-1.0	-2.3	-3.5	-1.7
CC(NC(=O)c1ccco1)c1ccc(-n2ccnc2)cc1 (stereo not given)	5.5	-1.0	-12.5	-0.4	0.7	0.9	2.0	-1.6	0.7	-2.7	-1.4
CN1C(=O)C(C)(C)c2cc(S(=O)(=O)N3CCCC3C(=O)NCc3ccccc3Cl)ccc21 (stereo not given)	-0.5	-1.2	-4.8	-3.1	-2.0	-1.0	-1.7	-1.1	-1.2	-2.2	1.8
COc1cccc(C(C(=O)NC(C)(C)C)N(C(=O)CCC(=O)Nc2cc(C)on2)C(C)C)c1OC (stereo not given)	0.1	-2.6	0.3	-4.4	-1.4	-2.6	-0.7	-0.8	0.4	-2.6	0.9
CCC(C(=O)O/N=C(\N)c1cccc(C)c1)c1ccccc1 (stereo not given)	-1.0	-0.6	8.2	2.3	-2.4	3.4	1.2	0.1	0.1	-0.5	3.5
CC1CN(C(=O)COC(=O)c2ccc(N)c([N+](=O)[O-])c2)CC(C)O1 (stereo not given)	3.3	-0.2	0.0	-1.1	-0.6	4.6	-0.2	-0.5	0.4	-1.2	1.4
Cc1nnc(NC(=O)CSc2ccccc2N)s1	-2.0	1.4	-6.1	-3.6	-2.4	0.3	2.6	0.4	0.4	2.4	2.4
O=C(Nc1ccc(Cl)c(S(=O)(=O)N2CCOCC2)c1)c1cc2ccccc2oc1=O	0.6	0.9	-5.0	-1.9	-0.8	2.4	0.4	-0.8	0.5	0.7	3.5
O=C(O)c1ccc(Cn2cnc3cccnc32)cc1	2.0	-1.1	-13.4	-2.1	-1.3	0.8	0.3	-1.1	0.3	-2.4	-2.0
Cn1c(=O)c2c(nc(Cl)n2CC(=O)NC2(C#N)CCCCC2)n(C)c1=O	-4.4	0.1	3.6	-1.2	0.1	0.4	-0.7	-1.2	-0.2	-3.5	-1.7
COc1ccc(N2CC(C(=O)NCCS(=O)(=O)N3CCN(c4ccccc4)CC3)CC2=O)cc1 (stereo not given)	2.8	1.5	-5.8	0.9	-1.9	0.8	-0.2	-0.9	-0.2	-0.7	2.4
C/C(=N/NC(=O)c1nnn(-c2nonc2N)c1-c1ccccc1)c1ccncc1	-0.3	-2.5	1.7	2.1	0.8	0.5	-0.3	-1.4	-0.2	-2.5	-1.9
COc1ccc(S(=O)(=O)Nc2cccc(C(C)=O)c2)cc1Br	-4.9	-1.1	-5.1	-2.1	2.5	1.1	-1.1	-1.6	-1.0	-1.9	-4.1
Cc1ccc(S(=O)(=O)Nc2ccccc2F)cc1C(=O)NCCCN1CCCC1=O	5.5	-0.7	-5.8	-3.0	-0.7	0.8	-0.2	-1.3	0.5	0.6	4.1
O=C1[C@H]2[C@@H](c3ccc(Cl)cc3)N3C(=O)N(c4cccc(F)c4)C(=O)[C@@]3(Cc3ccccc3)[C@H]2C(=O)N1C1CCCCC1	-13.0	-1.9	1.0	-3.5	-1.8	8.9*	-0.1	-1.1	0.0	-0.9	-1.1
Cc1cc(C(C)(C)C)oc1C(=O)N(CC(=O)NC1CCCC1)c1c(C)cccc1C	2.4	-2.8	5.3	0.6	-0.5	-1.7	-3.0	-2.6	-1.2	-3.1	-1.1
COc1ccc(OCC(=O)NS(=O)(=O)c2ccccc2)cc1	3.0	-0.2	3.2	-0.6	-0.1	-0.6	0.5	-1.3	0.3	1.7	2.0
Cc1ccc(NC(=S)NNC(=S)NNc2ccccc2)cc1C	1.1	1.4	-0.8	1.4	-1.1	0.7	0.4	-0.6	1.1	-0.9	5.5
Cc1ccccc1S(=O)(=O)Oc1ccccc1C(=O)Oc1ccccc1	2.9	0.6	14.8	-0.8	-1.4	-1.9	-0.4	-1.6	0.6	0.7	3.0
CCn1c2ccccc2c2cc(NC(=O)COC(=O)c3cccc(F)c3)ccc21	-10.4	-2.6	2.4	4.2	.	.	.	-0.9	-1.0	3.7	-0.9
Cc1cc(C(C)(C)C)oc1C(=O)N(CC(=O)NC1CCCC1)Cc1ccccc1Cl	-2.7	-0.5	7.4	1.1	-2.7	-3.0	-0.6	-1.9	-1.3	-4.7	0.2
Cc1cc(N/C=C\C(=O)c2ccc(Cl)c(Cl)c2)no1	2.6	-0.7	-0.8	-3.3	-1.8	1.8	2.3	-0.4	0.5	2.7	3.4
FC(F)Sc1ccc(NC(=S)NCc2ccccc2)cc1	4.6	-0.6	3.9	4.1	0.3	1.1	0.5	-1.4	-1.3	-4.3	4.6
O=S(=O)(c1ccccc1)c1cnn(-c2ccccc2)c1-c1ccc(F)cc1	2.0	-1.3	13.8	-0.9	-1.5	-2.2	-1.1	-1.8	0.0	1.1	-0.9
Cc1cccc(N2CCN(C(=O)c3cccc(N4CCCC4=O)c3)CC2)c1C	4.2	-0.9	-3.5	-0.1	-0.7	-1.2	-0.7	-1.8	-0.6	-0.9	-3.1
Cc1oc(-c2ccc(F)cc2)nc1CN(Cc1ccccn1)CC1CCCO1 (stereo not given)	-2.8	4.3	-9.5	-6.3	-0.1	0.9	-0.7	-0.8	0.3	2.4	-0.5
Nc1nnc2cc(Br)ccc2n1	7.3	0.2	1.3	-2.1	-0.9	1.8	3.9	-0.9	-0.8	1.7	0.4
Cc1onc(-c2ccccc2Cl)c1C(=O)NCCCN1CCOCC1	0.0	-0.9	-17.6	-4.9	4.6	-0.6	-0.2	-0.3	0.3	-1.7	0.3

# Remaining list, next part:
mol	GC-A act	hcDAF12 agonist	ADAM10 inh	ADAM17 inh	PG9 Ab binder	GAA850 FXN act	DAX1 inh-1	ssDAF12 agonist	DAX1 inh-2	SMARCA2 activ	hgDAF12 agonist
O=C(CCl)NN=C(c1ccccc1)c1ccccc1	-25.3	-0.3	-5.0	0.8	-2.2	-2.1	.	-0.2	0.0	-1.4	-4.8
O=C(NNC(=O)c1ccc([N+](=O)[O-])o1)c1ccccc1	-1.3	-0.9	8.1	-0.1	-1.7	2.3	-0.7	-1.4	-1.2	1.1	-6.6
COc1ccc(Br)cc1CN(C)C(=O)c1ccc2c(c1)NC(=O)C(C)S2 (stereo not given)	0.7	-1.4	3.2	2.5	0.5	-0.9	0.4	-1.3	-0.3	-0.6	0.0
Cc1cc(C)c2nc(N3CCCN(C(=O)c4ccco4)CC3)c(C#N)cc2c1	-2.5	-1.2	-210.8	-67.2	1.8	-2.4	0.0	-1.1	-1.1	0.6	-1.2
COc1ccc(Cl)cc1C(=O)Nn1c(C)nc2ccccc2c1=O	-0.9	-1.4	4.3	2.8	-0.3	-1.9	-1.3	-1.3	-0.1	-3.2	-4.0
CCc1cccc(C)c1NC(=S)NCC1CCN(c2ccc(OC)cc2)C1 (stereo not given)	-35.4	-1.2	-0.7	0.0	-5.6	-4.3	0.1	0.0	-0.3	-2.2	-5.4
